High-throughput results: PubChem BioAssay, The Scripps Research Institute Molecular Screening Center
KLK7 zymogen act: proKLK7 zymogen activators, primary screen, biochemical, fluorescence intensity; activation, % at 7 µM; 370,000 compounds, 0.9% hits; purified proKLK7, EDANS-DABCYL substrate fluorescence; 100% is mature enzyme control, 0% vehicle; Kallikrein-7 (Homo sapiens), P49862;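 active = activation above the mean of all tested compounds plus 3 SD, computed per campaign excluding outliers beyond control limits, cut at about 13% in these data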
Target sequence (P49862 whole entry, looked up): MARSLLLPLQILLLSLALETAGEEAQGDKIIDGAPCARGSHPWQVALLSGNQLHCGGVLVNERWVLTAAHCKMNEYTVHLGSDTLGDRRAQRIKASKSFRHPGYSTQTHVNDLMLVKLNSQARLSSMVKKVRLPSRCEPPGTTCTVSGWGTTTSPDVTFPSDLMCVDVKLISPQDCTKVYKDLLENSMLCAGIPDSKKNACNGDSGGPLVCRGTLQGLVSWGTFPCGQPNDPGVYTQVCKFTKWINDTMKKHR
PLCg1 inh: PLC-gamma1 enzyme inhibitors, primary screen, biochemical, fluorescence, purified enzyme | fluorogenic substrate | inhibition, % at 12.2 µM | 370,000 compounds, 0.84% hits; in the data active = inhibition above about 9.5%
PLCb3 inh: human PLC-beta3 inhibitors, primary screen, biochemical, fluorescence; 370,000 compounds, 0.18% hits; AID 720704, 2013; inhibition, % at 12.2 µM; Purified PLC-beta3, fluorogenic substrate; 1-phosphatidylinositol 4,5-bisphosphate phosphodiesterase beta-3 (Homo sapiens), Q01970; in the data active = inhibition above about 11%;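 also: 0% = median of compound wells on plate and 100% = full blocker control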
MBD2 inh: inhibitors of MBD2 binding to methylated DNA, primary screen, biochemical, TR-FRET, DNA-binding domain, human; AID 686964, 2013; 370,000 compounds, 0.31% hits; Methyl-CpG-binding domain protein 2 (Homo sapiens), Q9UBB5; MBD2 binding to methylated oligonucleotide; inhibition, % at 4.4 µM; in the data active = inhibition above about 13%
DDE Tn6 FP inh: inhibitors of Tn6 peptide binding to fibrin DD(E), primary screen, biochemical, fluorescence polarization, human fibrin, Tn6 probe; Fibrinogen beta chain (Homo sapiens), P02675; Fibrin DD(E) TRITC-Tn6 fluorescence polarization displacement; inhibition, % at 8.3 µM; 370,000 compounds, 0.21% hits;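 active = inhibition above a per-campaign cutoff: mean of compounds within control limits plus 3 SD, cut at about 15% in these data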;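 also: 0% = median of all compound wells on the plate and 100% = blocking peptide control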
ASAP1 inh: inhibitors of human ASAP1 ArfGAP activity, primary screen, biochemical, fluorescence polarization; inhibition, % at 16.5 µM; 360,000 compounds, 0.19% hits; ASAP1-stimulated ARF1 GTP hydrolysis, GDP FP detection; in the data active = inhibition above about 25%;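 also: 0% = vehicle with enzyme and substrate and 100% = no enzyme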
Target sequence (Q9ULH1 325-724 limits assumed): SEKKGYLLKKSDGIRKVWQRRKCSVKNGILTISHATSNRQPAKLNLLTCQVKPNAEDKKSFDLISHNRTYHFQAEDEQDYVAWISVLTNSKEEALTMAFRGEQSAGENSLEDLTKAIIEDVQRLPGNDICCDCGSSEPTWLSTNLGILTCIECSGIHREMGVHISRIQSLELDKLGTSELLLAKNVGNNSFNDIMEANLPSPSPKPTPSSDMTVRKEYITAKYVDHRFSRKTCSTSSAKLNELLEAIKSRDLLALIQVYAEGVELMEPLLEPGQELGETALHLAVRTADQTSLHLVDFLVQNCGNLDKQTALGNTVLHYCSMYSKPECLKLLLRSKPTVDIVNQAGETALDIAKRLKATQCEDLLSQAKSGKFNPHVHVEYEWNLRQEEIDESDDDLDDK
ARFGAP1 inh: inhibitors of rat ARFGAP1 GAP activity, primary screen, biochemical, fluorescence polarization, GDP tracer; inhibition, % at 16.5 µM; 360,000 compounds, 0.26% hits; Arfgap1-stimulated ARF1 GTP hydrolysis, GDP FP detection;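 active = inhibition above a per-plate limit, mean inhibition of low control wells plus 3 SD, cut at about 25% in these data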;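 also: 0% = DMSO wells with enzyme and 100% = wells lacking Arfgap1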
Target sequence (Q62848 1-136 limits assumed): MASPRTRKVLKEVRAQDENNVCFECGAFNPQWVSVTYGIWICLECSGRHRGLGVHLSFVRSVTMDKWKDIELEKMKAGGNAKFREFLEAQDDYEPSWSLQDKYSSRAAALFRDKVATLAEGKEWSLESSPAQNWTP
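Replicates: Single well per compound | Assay system: Truncated rat Arfgap1 GAP domain | Control set: No-Arfgap1 wells (100%) versus DMSO full-reaction wells (0%) | Times: Enzyme reaction 120 min at 25 °C after 20 min preincubation | Reagent: Human ARF1(Δ1-17)-GTP substrate | Measured by: Tracer-displacement fluorescence polarization with EDTA stop, 620/688 nm | Measure: Percent inhibition of Arfgap1-stimulated GTP hydrolysis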
ADAM17 inh: ADAM17 inhibitors, primary screen, biochemical, QFRET; AID 720648, 2013; inhibition, % at 6.95 µM; recombinant ADAM17, EDANS/DABCYL FRET peptide cleavage; 370,000 compounds, 0.83% hits; Disintegrin and metalloproteinase domain-containing protein 17 (Homo sapiens), P78536;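 active = inhibition above the mean of compounds lying between control limits plus 3 SD, set per campaign, cut at about 8.5% in these data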;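 also: 0% = DMSO-only wells as the low control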
UHRF1 MBD2 ctr: UHRF1 methylated DNA binding inhibitors, primary screen, counter-screen for MBD2 inhibitor project, biochemical, TR-FRET, human UHRF1, single concentration; E3 ubiquitin-protein ligase UHRF1 (Homo sapiens), Q96T88; UHRF1 binding to methylated oligo; inhibition, % at 4.4 µM; 370,000 compounds, 0.75% hits; in the data active = inhibition above about 21%;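 also: UHRF1 SRA domain binding a hemimethylated CpG hairpin DNA probe; 0% = median of test compound wells and 100% = reference inhibitor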
DDE Tn7 FP inh: inhibitors of Tn7 peptide binding to fibrin DD(E), primary screen, biochemical, fluorescence polarization, human fibrin, Tn7 probe | Fibrinogen beta chain (Homo sapiens), P02675 | FP displacement of FITC-Tn7 peptide from fibrin DD(E); 0% = median of compound wells per plate | inhibition, % at 8.3 µM | 370,000 compounds, 0.13% hits | AID 720508, 2013;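 active = inhibition above the mean of compounds falling within the control limits plus 3 SD of them, cut at about 14% in these data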;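 also: 0% = plate median of compound wells and 100% = 10 µM Aha-Tn7 peptide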
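Test system: human clot-derived fibrin DD(E) complex / Quantity: 2 µM final DD(E) protein / Incubation: 10 min plus 3 h, room temperature / Measured by: fluorescence polarization / Benchmarks: high control of 10 µM Aha-Tn7 peptide / Replicates: singlicate testing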
Starred values were filed as active, the others as inactive; i = inactive; . = no result given.

molecule	KLK7 zymogen act	PLCg1 inh	PLCb3 inh	MBD2 inh	DDE Tn6 FP inh	ASAP1 inh	ARFGAP1 inh	ADAM17 inh	UHRF1 MBD2 ctr	DDE Tn7 FP inh
Cc1cccc(NS(=O)(=O)c2c(C(=O)N3CCOCC3)c(C)n(C)c2C)c1C	0.0	2	-2	-5	-1	-13	16	2	0	1
CCc1ccc(NC(=O)CSc2nnc(COc3ccc4c(c3)CCCC4)o2)cc1	0.0	-3	1	0	-6	-18	13	-4	2	3
CCC1CN(C(=O)NCc2ccc(C)cc2)c2cc(Cl)ccc2O1 (stereo not given)	0.0	1	-7	3	9	-6	2	-2	3	0
COc1ccc(/C=C/c2ccccc2)cc1[C@H]1[C@@H]2C=CCC[C@@]2(C)C(=O)N1Cc1ccccc1	-8.9	-3	-7	0	-4	10	-3	-6	1	-3
O=C(NCC(c1ccc(F)cc1)N1CCOCC1)c1ccco1 (stereo not given)	0.6	1	-5	3	-3	0	9	-4	0	0
CN(C)C(CNC(=O)c1ccc(OCc2cn3ccccc3n2)cc1)c1ccco1 (stereo not given)	-0.5	-6	-15	3	-7	-1	1	-5	1	-2
CC1(C)CC(CC(=O)Nc2nccs2)(c2ccccc2)CCO1 (stereo not given)	-0.3	2	4	-3	0	4	6	2	0	0
CC(=O)NC(O)C(=O)c1ccco1 (stereo not given)	-0.2	0	0	2	9	3	7	-1	-2	-1
Cc1ccc(Nc2nnns2)cc1C	0.6	0	-1	0	9	-2	-11	-4	-2	5
CCOc1cc(C)nc(N2CCC(C(=O)NC3CC3)CC2)n1	1.1	-2	-4	-3	-2	10	-8	-1	-1	10
CCOC(=O)c1[nH]c2cc(OC)c(OC)cc2c1N	13*	-72	-88	-5	-2	8	-6	-16	-6	0
COCCNC(=O)CSc1ccccc1C(=O)NC1CCSc2ccccc21 (stereo not given)	-0.9	-4	-10	7	0	0	-7	-3	0	-4
COC(=O)[C@]12C[C@H](CC(=O)NCc3cccc4ccccc34)C(=O)N(Cc3ccc(Cl)cc3Cl)C1=C[C@H](C(C)C)O[C@@H]2C1CC1	0.1	0	-1	-4	-8	.	.	-6	-1	-3
O=S(=O)(NCCN1CCOCC1)c1cccc(C(F)(F)F)c1	-0.9	-2	1	5	0	-7	-1	-8	1	3
O=C(Nc1c(O)c2ccccc2[nH]c1=O)c1ccco1	0.4	4	-7	2	1	2	16	-6	7	3
CCCCC1CCC(c2ccc(C(N)=O)cc2)CC1 (stereo not given)	-0.6	2	-1	3	-2	-5	6	-3	14	2
O=C1c2ccccc2C(=O)N1Nc1ccc([N+](=O)[O-])cc1[N+](=O)[O-]	-0.2	-2	-3	-3	-2	7	-2	-2	-3	-7
COc1ccc(C2=C(c3ccc([N+](=O)[O-])cc3)C(=O)OC2)cc1	0.6	-2	-6	-1	-3	6	-3	-6	1	-1
COc1ccc(Cl)cc1NC(=O)CN(C)C(=O)c1sc2ccccc2c1Cl	-0.7	7	-2	-7	-10	6	-9	7	1	2
COc1cccc(CNC(=O)c2ccc(C)c(S(=O)(=O)N3CCCCC3)c2)c1	0.1	-1	-2	0	5	4	5	1	-1	-9
O=C(O)c1ccc(-n2cccc2/C=C2/SC(=O)N(CC(=O)N3CCCC3)C2=O)cc1	-0.2	1	-5	44*	5	-21	-6	-4	76*	5
C=CCO/N=C/C1C(=O)CC(C)(C)CC1=O	-0.4	2	3	2	4	3	12	0	-1	-2
Cc1csc(NC(=O)CSc2ccccc2F)n1	0.2	4	0	-7	11	4	10	-2	1	-4
COC(=O)C1=C(C)NC(=O)CC1c1cc2c(cc1Br)OCO2 (stereo not given)	-0.2	3	0	-8	3	5	3	0	1	5
CCOC(=O)C1CCCN(C(=O)COc2ccc(C(=O)c3ccccc3)cc2)C1 (stereo not given)	-0.2	-5	-7	2	-11	-6	5	2	4	-1
CCOC(=O)C1(Cc2cccc(OC)c2)CCCN(C(=O)CCN2CCCO2)C1 (stereo not given)	-0.1	0	-6	-2	-8	10	4	-4	3	0
Cc1ccc(C)c2[nH]c(=O)c(CCNC(=O)c3ccc(S(=O)(=O)N4CCOCC4)cc3)cc12	-0.3	-3	-3	-1	1	-6	13	0	-1	-5
CC(=O)Nc1c(O)nc(SCC(=O)Nc2cccc(C)c2)[nH]c1=O	-0.1	2	0	0	-3	3	0	1	1	1
CC1CN(S(=O)(=O)c2cccc(C(=O)NCCC3=CCCCC3)c2)CC(C)O1 (stereo not given)	-0.2	-3	2	-6	0	13	1	-1	2	-7
COc1ccccc1S(=O)(=O)NCc1ccc(C(=O)NC2CCC(O)CC2)cc1 (stereo not given)	-0.2	2	-6	-5	-4	0	2	-2	0	-5

Retrieved by compound from the entries so far, 2 records:
molecule	KLK7 zymogen act	PLCg1 inh	PLCb3 inh	MBD2 inh	DDE Tn6 FP inh	ASAP1 inh	ARFGAP1 inh	ADAM17 inh	UHRF1 MBD2 ctr	DDE Tn7 FP inh
CC(=O)Nc1c(O)nc(SCC(=O)Nc2cccc(C)c2)[nH]c1=O	-0.1	2	0	0	-3	3	0	1	1	1
CC1CN(S(=O)(=O)c2cccc(C(=O)NCCC3=CCCCC3)c2)CC(C)O1 (stereo not given)	-0.2	-3	2	-6	0	13	1	-1	2	-7

(continued)
molecule	KLK7 zymogen act	PLCg1 inh	PLCb3 inh	MBD2 inh	DDE Tn6 FP inh	ASAP1 inh	ARFGAP1 inh	ADAM17 inh	UHRF1 MBD2 ctr	DDE Tn7 FP inh
Cc1c(C(=O)O)oc2ccc3c(c12)C(O)CC(C)(C)O3 (stereo not given)	-0.2	-1	-8	1	0	10	3	-14	3	-2
O=C(CCNS(=O)(=O)c1ccccc1)N1CCC(Cc2ccccc2)CC1	-0.2	-2	-5	-5	1	-3	13	-5	0	1
NC(=O)CSc1c[nH]c2ccccc12	0.3	1	0	-5	-6	-6	5	0	3	-6
COc1ccccc1N(C(=O)c1cncc(Br)c1)c1nc(-c2ccc(C)cc2)cs1	0.3	4	0	2	-3	-17	5	2	4	-4
CC(CCc1ccccc1)NC(=O)C(=O)NCCc1ccccc1 (stereo not given)	-0.9	0	1	0	-12	-1	-5	1	0	-7
O=C1c2ccccc2C(=O)N1CC(O)COCc1ccccc1 (stereo not given)	-0.2	-1	-3	3	-4	5	12	-3	5	1
COc1ccc(CN(C)CC(O)COc2ccc(-c3ccccc3)cc2)cc1OC (stereo not given)	0.2	5	-3	5	-3	-12	9	1	1	-1
COc1ccc(NS(=O)(=O)c2cccc(C(=O)NNC(=O)CNC(=O)c3ccccc3)c2)cc1	0.0	7	1	-1	0	-1	-7	3	-1	-6
N#Cc1cnn2c1nc(N1CCOCC1)c1ccccc12	-1.2	-4	-5	-1	-1	-6	11	-1	0	5
CCOC(=O)c1cnc2c(CC)cccc2c1NCCCN1CCOCC1	0.2	-4	-8	8	6	-9	6	-4	4	3
CCN(CC)c1ccc(C=C2C(=O)OC3(CCCCC3)OC2=O)cc1	-0.5	4	-3	1	-9	-2	1	-1	4	1
COc1cccc(N(CC(=O)N2CCc3ccccc3C2)S(C)(=O)=O)c1	-0.1	0	-2	-3	-1	-9	12	0	-1	3
Nc1ccc(C(=O)Nc2ccc3cc(S(=O)(=O)O)ccc3c2)cc1	-0.6	-5	-7	6	-5	4	5	-4	12	10
COc1ccc(C(=O)Nc2ccc(C)c(S(=O)(=O)N3CCOCC3)c2)cc1S(=O)(=O)N1CCCC1	0.0	-2	1	-4	-6	-10	5	-1	2	-2
Cn1c(=O)n(C)c2cc(N3CCCC3)c(NC(=O)c3cccc(F)c3)cc21	1.8	-69	-110	3	15*	7	0	-21	-3	6
COc1ccc(S(=O)(=O)N/N=C(/C)c2ccncc2)cc1OC	0.2	1	-3	3	3	-14	5	-2	0	-8
Cc1cc(=O)oc2cc(OC(=O)c3ccco3)ccc12	459*	i	i	7	-4	10	6	i	-4	-3
CC(Sc1sc(=S)sc1SC(C)C(=O)O)C(=O)O (stereo not given)	-1.1	0	1	0	5	-14	4	-4	2	-1
CC(Oc1ccc(Cl)cc1Cl)C(=O)NCc1ccncc1 (stereo not given)	-0.1	0	0	-2	-2	3	2	3	2	-4
O=C(NC1=NCCS1)c1cccc(NC(=O)c2ccco2)c1	0.1	7	-2	11	-7	6	7	-3	5	1
Cc1nc2cc(C(F)(F)F)ccc2n1C1CCN(CC(=O)N2CCOCC2)CC1	-0.3	4	-1	0	-1	0	-9	-1	0	-3
CC(=O)Nc1ccc(S(=O)(=O)NCc2ccc(C(=O)NCCN(C)Cc3ccccc3)cc2)cc1	-0.1	0	1	1	-3	-12	-2	-6	2	2
O=C(c1cccc(N2CCCC2=O)c1)N1CCN(c2ccccc2)CC1	0.2	-1	-2	0	-4	-10	-2	-4	-3	5
CC(C)(C)CC(=O)NC(=S)N1CCCCCC1	0.5	3	-1	4	2	-8	-2	-4	-1	1
CC(C)(Oc1ccc(Cl)cc1)C(=O)N1CCN(C(=O)c2ccco2)CC1	-1.3	-1	-8	0	3	6	5	-3	2	2
Oc1cccc2c(NC(=S)Nc3ccc(OC(F)F)cc3)cccc12	-1.3	-14	-24	1	2	12	4	-22	-5	-8
O=C(COC(=O)c1ccc(F)cc1F)Nc1ncccn1	0.3	-16	-24	-3	3	-3	1	-8	-3	2
Cn1cccc1C(=O)OCc1cc(-c2ccco2)on1	-0.8	0	-8	-1	0	3	0	1	0	-7
CCN(CC)CCN(CC(=O)N(C1CCCCC1)C1CCCCC1)C(=O)c1cccnc1	-0.4	0	0	1	6	-2	6	-3	1	1
O=C(OCC(=O)N1CCc2ccccc21)[C@@H]1CC(O)CN1S(=O)(=O)c1ccccc1[N+](=O)[O-] (stereo not given in full)	0.0	-2	-6	-1	5	-9	-1	2	-4	-4
CCC(C)(C)NC(=O)C(c1ccccc1F)N(Cc1ccco1)C(=O)Cn1nnc2ccccc21 (stereo not given)	0.4	4	4	-2	8	-12	7	2	-1	2
CC1CCCC(C)N1c1nnc(NC(=O)c2cc(-c3ccc(Br)cc3)on2)s1 (stereo not given)	0.3	-4	-10	5	-1	-2	2	-3	0	1
